Screening results deposited in PubChem by several laboratories.
KOR beta-arrestin-1: KOR agonists, beta-arrestin recruitment, primary screen, cell-based, luminescence, uHTS (AID 1777); KOR beta-arrestin recruitment, luminescence; higher % means a stronger effect; activation, % at 10 µM, or EC50 in µM where a hit was titrated; 280,000 compounds, 0.02% hits; in the data active = activation above about 50%, passing the limit was not always enough; note: a part of the inactive calls stands beside numbers as strong as those of hits
HEK293 NOD2/NF-kB: NOD2 signaling inhibitors, cell-based, luminescence, uHTS, HEK293 (AID 1566); HEK293 NOD2/NF-kB luciferase reporter, luminescence; higher % means a stronger effect; inhibition, % at 4 µM; hits with a dose series show EC50 in µM; 290,000 compounds, 0.63% hits; note: many of its hits are not listed in these tables
NOD1 inhibition: NOD1 signaling inhibitors, primary screen, cell-based, luminescence, uHTS (AID 1578); NOD1-driven NF-kB luciferase reporter cells, luminescence; higher % means a stronger effect; 290,000 compounds, 1% hits; inhibition, % at 4 µM; hits with a dose series show EC50 in µM; in the data active = inhibition mostly above about 36%, no sharp cut-off; inactive = mostly below about 34%;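 note: HEK-293T reporter cells stimulated with the NOD1 agonist gamma-tri-DAP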
AID2073: disruptors of CaV2.2 binding to Mint1 – biochemical, HTRF (AID 2073) | HTRF protein-protein interaction, Mint1-CaV2.2; higher % means a stronger effect | inhibition, % at 20 µM; hits with a dose series show IC50 in µM | 290,000 compounds, 0.19% hits; in the data active = inhibition mostly above about 51%, no sharp cut-off; note: some results filed as inactive read as strong as hits
GPR55 activation: selective activators of receptor GPR55 – imaging, U2OS cells, beta-arrestin-GFP redistribution, primary screen (AID 1961). U2OS GPR55 beta-arrestin-GFP redistribution imaging; higher % means a stronger effect. activation, % at 10 µM; hits with a dose series show EC50 in µM. 290,000 compounds, 0.048% hits;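 active = activation above 40% with more than 50 cells counted in the well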;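 note: U2OS osteosarcoma cells stably expressing GPR55 and beta-arrestin-GFP; plate controls were DMSO negative control for no effect and LPI positive control for full effect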
KOR beta-arrestin-2: KOR antagonists, beta-arrestin recruitment, cell-based, luminescence, uHTS (AID 1778); inhibition, % at 10 µM; hits with a dose series show IC50 in µM; 290,000 compounds, 0.091% hits; KOR beta-arrestin recruitment, luminescence, antagonist mode; higher % means a stronger effect; note: strong numbers were not always called active
P. falciparum M1AAP: P. falciparum M1AAP inhibitors, biochemical, fluorogenic H-Leu-NHMec substrate, 1536-well (AID 1445); one-dose inhibition, % at 30 µM; IC50 in µM for titrated hits; recombinant M1AAP, H-Leu-NHMec fluorogenic kinetic assay; higher % means a stronger effect; 220,000 compounds, 0.42% hits;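 active = primary inhibition above the hit cutoff, then over 50% inhibition at one or more dose response concentrations, cut at about 23% in these data, passing the limit was not always enough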;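 note: plate controls were DMSO full reaction for no effect and no enzyme background for full effect; strong numbers were not always called active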
Dynein transport: dynein cargo transport inhibition; 220,000 compounds, 0.47% hits; 3617.4 mouse cells, GR-EGFP nuclear translocation imaging; test concentration mostly 20 µM; stimulated with dexamethasone, 1 µM; stronger effect = lower value; z-score, hits read low;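 active = plate z-score of nuclear minus cytoplasmic receptor signal below a set negative limit, without overly bright fluorescence or cell loss, cut at about -3.5 in these data, passing the limit was not always enough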;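 note: z-score of nuclear minus cytoplasmic ring GR-EGFP intensity difference per well; some compounds called inactive have numbers as strong as hits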
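Buffer or medium: tet-free, stripped-serum medium; Also added: dexamethasone, 1.0 µM final; Technique: high-content fluorescence imaging after fixation; Times: 48 h induction, 1 h compound, 30 min dex at 37 °C; Read-out: per-cell GR-EGFP intensity, nucleus versus surrounding cytoplasmic ring, well-averaged.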
P. falciparum M17LAP: P. falciparum M17LAP inhibitors, primary screen, biochemical, fluorogenic H-Leu-NHMec substrate, 1536-well (AID 1619) | 220,000 compounds, 0.38% hits | inhibition, % at 30 µM, or IC50 in µM where a hit was titrated | recombinant M17LAP, H-Leu-NHMec fluorogenic kinetic assay; higher % means a stronger effect;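 active = compound inhibiting the enzyme by more than half at any dose during confirmatory dose-response retesting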;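 note: plate controls were full reaction with DMSO carrier for no effect and no enzyme background for full effect; strong numbers were not always called active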
Dynein transport cytoplasmic EGFP: also measured in Dynein transport; calls as there; z-score; measured here: cytoplasmic GR-EGFP intensity; stronger effect = higher value
Dynein transport nuclear GR-EGFP: further read-out of Dynein transport, marked with its call; z-score; measured here: nuclear GR-EGFP intensity;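 lower value marks the stronger effect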
Dynein transport cell count: further read-out of Dynein transport, marked with its call; z-score; measured here: cell count per field
Active calls of the source: *; nt = no result given; [ ] = dose if it differs, or a comment. Cut-off read from the data, not from the text of the source, unless noted: active = inhibition above about 50%; inactive = the rest.

SMILES	KOR beta-arrestin-1	HEK293 NOD2/NF-kB	NOD1 inhibition	AID2073	GPR55 activation	KOR beta-arrestin-2	P. falciparum M1AAP	Dynein transport	Dynein transport cytoplasmic EGFP	Dynein transport nuclear GR-EGFP	Dynein transport cell count	P. falciparum M17LAP
Clc1ccc(-n2nnnc2CN2CCOCC2)cc1Cl	-2.0%	4%	11%	17%	0.2%	14%	0%	1.9	-0.17	0.76	-1.8	-13%
COc1ccc2c(C)cc(SCC(=O)Nc3nsc(-c4ccc(C)cc4)n3)nc2c1	-0.9%	5%	-22%	4%	1.1%	-5%	-1%	0.016	-0.098	0.95	-0.94	-1%
CCCCNC(=O)C1CCCNC1=O (stereo not drawn)	-4.1%	11%	16%	-2%	-0.1%	-7%	0%	-0.25	-0.22	-0.14	-0.12	3%
CCS(=O)(=O)Nc1ccc(-c2nnc(SCC(=O)OC)o2)cc1	1.8%	7%	15%	11%	0.2%	9%	-1%	-0.06	-0.17	-0.036	-0.0098	14%
Cc1ccc(/C=C2\SC(N3CCN(C(c4ccccc4)c4ccccc4)CC3)=NC2=O)o1	3.3%	5%	32%	22%	-0.1%	-34%	14%	-1.6	0.3	-1.5	-0.97	9%
CN(C)c1ccc(NC(=O)Cn2cc3c(n2)CCCC3)cc1	-2.6%	-10%	-26%	5%	0.5%	28%	-3%	-0.72	-0.13	-0.16	0.15	-3%
Cc1ccc(SCC2(O)CCN(S(=O)(=O)c3ccc(Cl)cc3)CC2)cc1	-7.1%	18%	-24%	9%	0.9%	9%	-5%	1	-0.18	0.2	-1	10%
COc1ccc(Br)cc1C(=O)Nc1ccccc1-c1ccccc1	0.8%	-9%	14%	4%	0.3%	11%	-10%	0.9	-0.18	0.49	-1.3	3%
COc1ccc(O)c(-c2cc(-c3ccccc3Cl)[nH]n2)c1	-0.1%	-102%	-9%	12%	-0.1%	-110%[20 µM]	nt	nt	nt	nt	nt	nt
COc1ccccc1N1C(N)=NC(N)=NC1(C)C	-1.7%	18%	11%	0%	-0.1%	16%	-11%	2	-0.23	0.6	-1.2	0%
COc1ccc(C)cc1NC(=S)N1CCN(S(C)(=O)=O)CC1	1.6%	14%	-10%	-25%	-0.4%	nt	9%	-0.41	-0.068	-0.39	0.15	6%
C#CC[N+](C)(C)C(C#Cc1ccccc1)CC=C (stereo not drawn)	-3.1%	0%	11%	6%	0.0%	10%	-1%	0.51	-0.21	0.6	0.54	-6%
Cc1ccc(-c2csc(NC(=O)Cn3cnc4c3c(=O)n(C)c(=O)n4C)n2)cc1C	nt	-14%	-78%	9%	0.0%	nt	-4%	-0.12	-0.21	0.58	-0.08	1%
CN1C(=O)CC(C(=O)O)SC1=Nc1cc(Cl)cc(Cl)c1 (stereo not drawn)	2.2%	6%	43%	6%	-0.1%	-29%	20%	0.34	-0.26	-0.067	-0.56	21%
CSc1ccc(/C=C(\NC(=O)c2ccccc2)C(=O)NN)cc1	0.7%	-4%	10%	-10%	-0.1%	-40%	13%	0.04	-0.25	-0.1	0.59	1%
c1ccc2c(-c3nc(C4CCCCC4)no3)cc(-c3ccncc3)nc2c1	0.5%	25%	20%	26%	-0.1%	-35%	6%	-0.37	-0.25	0.1	-0.18	1%
C=CCn1c(SCC(=O)Nc2ccc(N(C)C)cc2)nnc1-c1cccc(C)c1	9.0%	-34%	10%	-16%	-0.2%	10%	5%	-1.2	-0.34	-0.46	0.8	5%
O=C(CCl)N1CCN2C(=O)c3ccccc3C12c1ccc(Cl)cc1 (stereo not drawn)	4.1%	9%	87%*	-3%	1.9%	8%	5%	-4.6*	2.3*	-2.2*	1*	6%
O=C(NCCNC(=O)c1cnccn1)c1cccc(Cl)c1	6.0%	-33%	32%	10%	0.0%	-43%	nt	nt	nt	nt	nt	nt
Cc1ccc2[nH]c(=O)c(CN(Cc3ccc4c(c3)OCO4)Cc3nnnn3Cc3ccco3)cc2c1	10%	-16%	-11%	-4%	-0.1%	20%	11%	-1.1	-0.27	-0.45	0.27	3%
Cc1cc(C)nc(NS(=O)(=O)c2ccc(NC(=O)c3ccc(O)cc3O)cc2)n1	-4.2%	-4%	-20%	6%	-0.1%	7%[20 µM]	nt	nt	nt	nt	nt	nt
CC1=Nc2ccc3ccccc3c2C1(C)C	-8.9%	10%	-13%	8%	0.3%	-12%	3%	0.24	0.71	0.18	-0.059	6%
Cn1cc(C(=O)Nc2cccc(F)c2)cn1	-2.1%	12%	-7%	13%	0.0%	-1%	2%	0.76	-0.23	-0.48	-0.37	18%
CCC1(C)Cc2[nH]c(=O)c(C#N)cc2CO1 (stereo not drawn)	0.9%	8%	-28%	6%	0.4%	-17%	4%	-0.52	-0.3	-0.077	0.84	-13%
Nc1nc(N)c(N=Nc2ccc(C(=O)O)cc2)c(N)n1	1.8%	2%	0%	4%	-0.2%	-7%	10%	-0.77	1.7	-0.11	0.66	-3%
COCCn1c(SCc2ccccc2F)nc2ccccc2c1=O	-2.4%	24%	-36%	-9%	0.5%	-10%	-4%	2.5	-0.09	1.6	-1.8	-1%
O=C(CCNC(=O)c1ccccc1Cl)Nc1cc(S(=O)(=O)N2CCOCC2)ccc1N1CCCC1	-4.4%	21%	-2%	13%	-0.1%	-8%	10%	-0.66	-0.79	-0.18	0.32	8%
CC(C)(C)c1ccc(C(CC(=O)O)NC(=O)Cc2ccc(Cl)cc2)cc1 (stereo not drawn)	-2.5%	-45%	-7%	-12%	-0.3%	-6%	nt	nt	nt	nt	nt	nt
CCn1c(=O)c2cc(C(=O)N(C)c3cc(C)ccc3OC)sc2c2ccccc21	-2.1%	23%	-8%	-5%	0.0%	21%	4%	0.35	-0.037	0.63	-0.024	9%
O=C(NCc1ccc2[nH]c3c(c2c1)CCCC3)N1CCOCC1	7.0%	-2%	-12%	-26%	0.0%	4%	11%	-1.1	-0.3	-0.45	1.2	-5%
CC(C)CCN(C(=S)NC(=O)C1CCCCC1)c1c(N)n(Cc2ccccc2)c(=O)[nH]c1=O	-0.1%	7%	-12%	6%	0.2%	-29%	0%	0.031	-0.099	-0.032	0.72	8%
CN1CCN(c2nc3nonc3nc2N2CCN(C)CC2)CC1	2.3%	8%	1%	11%	0.2%	-22%	12%	0.096	-0.27	0.34	-0.67	11%
CSc1ccc(Cl)c(C(=O)Nc2ccc(N3CCOCC3)cc2)c1	-1.9%	-1%	-28%	9%	-0.1%	-14%	-5%	-0.82	-0.23	-0.27	2.5	25%
O=S(=O)(NCCC(c1ccc(F)cc1)c1ccco1)c1ccccc1 (stereo not drawn)	2.7%	2%	-1%	-2%	-0.1%	24%	4%	0.2	-0.25	0.38	-0.26	13%
Cc1cccc(N=C2NC(=O)/C(=C/c3cn(C)c4ccccc34)S2)c1	-2.4%	11%	-22%	9%	-0.5%	32%	5%	0.68	-0.081	0.54	-0.28	-7%
CC1CCC(C(=O)NC(C(=O)N2CCN(c3ccccn3)CC2)C(C)C)CC1 (stereo not drawn)	9.9%	-1%	68%*	-4%	-0.1%	-16%	10%	-0.34	-0.34	0.0022	0.54	5%
NC(=O)NC(CC(=O)NCCc1ccccn1)c1ccccc1Cl (stereo not drawn)	3.6%	-20%	-13%	5%	-0.1%	-24%	nt	nt	nt	nt	nt	nt
CCc1nnc(NC(=O)CCN(c2cc(C)cc(C)c2)S(=O)(=O)c2ccc(Cl)cc2)s1	-1.1%	-5%	-16%	-3%	1.1%	-6%	2%	0.64	-0.26	0.23	0.31	-8%
CC(C)CN(C(=O)COC(=O)CCN1C(=O)c2ccccc2C1=O)C1CCS(=O)(=O)C1 (stereo not drawn)	-3.0%	-5%	14%	-3%	0.8%	42%	0%	1.6	-0.23	1.1	-0.044	3%
Cc1ccc(CNS(=O)(=O)c2c(C)[nH]c(C)c2C(=O)N2CCCCC2)o1	-2.4%	26%	-28%	7%	-0.3%	6%	nt	nt	nt	nt	nt	nt
CCc1c(-c2ccccc2)nc2sc3c(c2c1N)CCCC3	-2.6%	-52%	-4%	-12%	0.0%	-13%	5%	0.18	-0.25	-0.03	-0.21	6%
O=C(O)c1cc(S(=O)(=O)NC23CC4CC(CC(C4)C2)C3)ccc1Cl	-4.4%	12%	-11%	9%	-0.1%	-5%	nt	nt	nt	nt	nt	nt
CCn1cnc2cc(NCc3cccc(OC)c3O)ccc21	1.0%	-10%	-18%	7%	-0.1%	-6%	-2%	-0.86	-0.23	-0.45	-0.3	-50%
COc1ccc(/C=C2\N=C(C)OC2=O)cc1OC(C)=O	-2.5%	3%	-7%	0%	0.0%	13%	nt	nt	nt	nt	nt	nt
O=C1CC(CCC(=O)NC2CC2)c2ccccc2N1 (stereo not drawn)	2.3%	6%	-32%	-7%	0.0%	-8%	-2%	0.58	-0.1	0.13	0.27	7%
CCc1nn(CC(=O)Nc2cc(C)ccc2C)c(=N)s1	-7.2%	9%	-26%	31%	0.6%	22%	1%	1.2	-0.21	0.61	-0.34	27%
COc1ccc(S(=O)(=O)N2CCN(C(=O)c3ccco3)CC2)c(C)c1C	2.5%	25%	-6%	29%	-0.1%	-4%	nt	nt	nt	nt	nt	nt
O=C(Cn1nc(CNc2ccc(Cl)cc2)[n+]2c1CCCCC2)c1ccccc1	14%	8%	16%	8%	-0.3%	-10%	21%	0.23	-0.091	0.23	-0.48	7%
COc1ccc(NC(=O)c2cc(S(=O)(=O)N3CCCCC3)ccc2N2CCCCC2)cn1	2.5%	-17%	-32%	0%	0.2%	14%	3%	0.24	-0.19	0.69	0.6	8%

Not all compounds are listed; the hit share may differ from the screen's.
